# Ecoli viability = reduces bacterial viability in AddAB counter-screen. E. coli V3065 growth, OD600 absorbance, 18 h. inhibition, % at 11.9 µM. actives 0.27% (n = 330,000);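 active = inhibition above the campaign's mean inhibition across all tested compounds plus 3 SD, cut at about 9.9% in these data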;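 note: uninfected addAB+ strain grown without phage in ampicillin broth; 0% = DMSO wells and 100% = ciprofloxacin 0.95 µg/ml wells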
# Tat transport = E. coli Tat transport inhibition | E. coli MC4100 TorA-mCherry Tat export, fluorescence | actives 0.036% (n = 340,000) | inhibition, % at 10 µM;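 active = mean replicate inhibition at least 50% and at least half of replicates individually reaching 50%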;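 note: exported cargo escapes ClpAP degradation while cytoplasmic cargo is degraded and loses fluorescence; 0% = median of neutral control wells and 100% = median of NaSCN control wells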
# PfHsp90 yeast 2 = reduces growth (ATP signal) of yeast expressing P. falciparum Hsp90. S. cerevisiae expressing PfHsp90, BacTiter-Glo ATP, 48 h; yeast lacking PDR1 and PDR3 efflux regulators. inhibition, % at 9.4 µM. actives 0.32% (n = 310,000);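 active = every replicate shows inhibition above about 80%, whatever the replicate mean, limit read from the data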;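 note: 0% = DMSO neutral controls and 100% = 20 µM radicicol positive controls; yeast relying on Plasmodium falciparum Hsp90 in place of its own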
# PKA-R1A act = PKA-R1A complex activation | AID 504707 | activation, % at 11.4 µM | PKA-R1A dissociation, Cy5-IP20 fluorescence polarization; scaled: DMSO 0%, 113 µM cGMP 100% | actives 0.083% (n = 340,000) | P00514+P68181;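 active = percent activation above the mean of all tested compounds plus 3 SD, cut at about 19% in these data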;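 note: higher means more PKAc released from R1A so a rise in polarization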
# phage Ecoli inh = E. coli growth loss with phage present; AID 651602; growth absorbance; inhibition, % at 11.9 µM; actives 0.26% (n = 360,000); in the data active = inhibition above about 11%
# PKA-R2B activ = activators of human PKA-R2B complex; actives 0.079% (n = 340,000); AID 504700; P22694+P31323; PKA-R2B holoenzyme dissociation, Cy5-IP20 fluorescence polarization; R2B truncated from residue 108, S112A mutant; 0% DMSO only, 100% 113 µM cGMP; activation, % at 11.4 µM;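 active = activation above a cutoff set at the mean over all compounds plus 3 SD, cut at about 18% in these data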;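 note: higher means more holoenzyme dissociation and a rise in polarization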
# MOR-DOR inv ag = mu-delta opioid heterodimer inverse agonism. cell-based MOR-DOR heterodimer luminescence. inhibition, % at 9.3 µM. actives 0.21% (n = 340,000); in the data active = inhibition above about 22%, passing the limit was not always enough;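 note: 0% = cells with DMSO and 100% = wells without cells with DMSO; values of inactives mirror those of a sister screen read the other way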
# Target sequence (P35372 whole entry, looked up): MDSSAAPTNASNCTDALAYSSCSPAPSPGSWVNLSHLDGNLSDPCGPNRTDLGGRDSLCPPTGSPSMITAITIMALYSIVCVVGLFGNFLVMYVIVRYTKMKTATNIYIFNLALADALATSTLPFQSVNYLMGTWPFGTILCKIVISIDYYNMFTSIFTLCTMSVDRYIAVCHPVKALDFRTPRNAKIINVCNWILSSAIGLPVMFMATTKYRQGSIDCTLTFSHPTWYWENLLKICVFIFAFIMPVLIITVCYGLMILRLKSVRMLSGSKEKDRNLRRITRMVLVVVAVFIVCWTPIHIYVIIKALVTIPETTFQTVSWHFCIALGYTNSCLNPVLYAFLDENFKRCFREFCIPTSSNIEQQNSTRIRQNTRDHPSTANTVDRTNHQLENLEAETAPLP
# Target sequence (P41143 whole entry, looked up): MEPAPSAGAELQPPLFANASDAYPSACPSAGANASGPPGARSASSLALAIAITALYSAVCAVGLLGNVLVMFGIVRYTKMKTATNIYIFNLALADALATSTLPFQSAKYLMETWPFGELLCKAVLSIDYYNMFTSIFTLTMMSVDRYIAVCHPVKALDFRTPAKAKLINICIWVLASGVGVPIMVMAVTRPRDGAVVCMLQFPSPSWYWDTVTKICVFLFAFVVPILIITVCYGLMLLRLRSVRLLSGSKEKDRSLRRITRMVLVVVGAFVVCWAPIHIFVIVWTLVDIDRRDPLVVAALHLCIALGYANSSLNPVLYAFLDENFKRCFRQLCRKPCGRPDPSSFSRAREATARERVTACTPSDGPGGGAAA
# MOR-DOR ag = OPRM1-OPRD1 heterodimerization agonism. actives 0.3% (n = 340,000). P35372+P41143. activation, % at 9.3 µM. AID 504326. cells, luminescence; in the data active = activation above about 18%;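 note: 0% = vehicle-treated cells and 100% = reference agonist; values of inactives mirror those of a sister screen read the other way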
# HTR5A inv ag = HTR5A inverse agonism, opioid heterodimer counter-screen; P47898; HTR5A cell line, luminescence; inhibition, % at 9.3 µM; actives 0.083% (n = 340,000); AID 504634; in the data active = inhibition mostly above about 23%, no sharp cut-off; inactive = mostly below about 18%;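 note: 0% = cells with DMSO and 100% = no-cell wells with DMSO; some compounds called inactive have numbers as strong as hits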
# AddAB inh = less growth of phage-infected E. coli with AddAB; actives 0.29% (n = 330,000); inhibition, % at 11.9 µM; E. coli expressing H. pylori AddAB, absorbance growth; in the data active = inhibition above about 12%;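 note: 0% = vehicle wells of infected cells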
# SUMO Mot1 rescue = blocks SUMOylation pathway, rescuing yeast Mot1-301 growth; S. cerevisiae Mot1-301 growth rescue, ATP luminescence, 38.5C; percent above DMSO median, 100 means doubled; growth rescue, % at 18.8 µM; actives 1% (n = 320,000);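 active = every valid replicate shows activation above 250% relative to neutral control wells; inactive = the rest, any valid replicate at or below 250%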;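 note: OY570 slx delta 5 strain wells were the positive control but not used for scaling; some compounds called inactive have numbers as strong as hits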
# Active calls of the source: *; · = no result given. This is a subset (hit frequency here may not be typical).
SMILES,Ecoli viability,Tat transport,PfHsp90 yeast 2,PKA-R1A act,phage Ecoli inh,PKA-R2B activ,MOR-DOR inv ag,MOR-DOR ag,HTR5A inv ag,AddAB inh,SUMO Mot1 rescue
CC(=O)Nc1ccc2c(c1)CC1(C(=O)N(C)C(=O)N(C)C1=O)C1CCCN21 (stereo unspecified),-1.5,-3,·,3,0.8,3,1,-0.2,-24,1.2,-15
O=C(c1c[nH]cc1-c1ccccc1)c1cccc2ccccc12,-1.3,14,-6,-2,2.3,-11,-38,6.4,7,0.8,16
COc1cc(/C=C2\C(=O)NC(=O)N(c3ccccc3)C2=O)c([N+](=O)[O-])cc1OC,·,-3,-10,6,1.8,-3,-2,0.3,2,·,-10
CCOP(=O)(CCP(=O)(OCC)OCC)OCC.C[CH2][Sn]([Cl])([Cl])[CH2]C,·,27,-13,-7,8.5,-2,22,-5.1,14,·,·
CCC(=NCc1cccnc1)c1c(O)n(Cc2ccccc2)c(=O)[nH]c1=O,0.8,5,19,-8,1.1,1,14,-2.5,-8,0.9,-16
COc1cccc(-n2c(CN3CCN(C)CC3)nc3ccc([N+](=O)[O-])cc3c2=O)c1,-1.5,-1,-6,-11,-1.0,0,3,-0.5,-8,1.1,1
Clc1cccc(CN2CCCCC2c2cccnc2)c1 (stereo unspecified),-1.6,-2,-4,0,2.0,6,-2,0.4,-7,0.9,8
O=C(O)c1cccc(NC(=O)N2C[C@H]3C[C@@H](C2)c2cccc(=O)n2C3)c1,-0.8,4,5,-4,2.1,-2,15,-3.0,-24,3.2,11
COC(=O)C(C)Oc1cc(C)cc2oc(=O)c3c(c12)CCC3 (stereo unspecified),0.4,-1,25,2,-0.5,-5,16,-2.7,-21,-0.8,116
N#CC(c1cccnc1)N1CCOCC1 (stereo unspecified),-0.5,-2,6,-6,0.8,-11,9,-1.9,-6,1.7,3
NS(=O)(=O)OC(CCc1ccccc1)C(Cl)(Cl)Cl (stereo unspecified),1.5,-5,-18,2,2.2,-2,-34,5.9,3,1.4,-1
Cc1cc(OCC(=O)N2CCCN(C)CC2)ccc1Cl,0.5,6,-10,-1,0.7,0,8,-1.5,19,0.7,3
COC(=O)C1=C(c2ccc(OC(F)(F)F)cc2)C[C@@H]2CC[C@H]1N2C(=O)NCCOc1ccc(OC)cc1,-2.0,18,-2,-5,3.5,-11,7,-1.3,-4,-0.3,-24
O=C(OC1CCN(CCCl)CC1)C(c1ccccc1)c1ccccc1,-2.8,8,13,-1,3.0,2,11,-2.0,-6,-0.4,-2
Cc1c(C(=O)C(=O)N2CCOCC2)c2ccccc2n1Cc1ccccc1,-0.2,-6,13,-4,2.5,8,19,-3.9,17,2.9,·
CC1OC(NCCc2ccccc2)C(O)C(O)C1O (stereo unspecified),-1.9,1,36,-3,0.9,-13,-18,3.0,-42,-0.7,3
CNC(=O)Oc1ccccc1C1CCCCC1,·,4,·,-1,1.9,0,-50,9.9,-7,·,·
O=C(Cc1ccccc1)N1CCN(CC2CC=CCC2)CC1 (stereo unspecified),-3.3,-4,-29,7,1.7,-3,10,-2.0,4,1.8,117
O=C1C2CCCN2C(c2cccnc2)N1c1ccc(Cl)c(Cl)c1 (stereo unspecified),2.1,-1,·,-9,3.3,5,5,-0.8,-6,1.9,-4
Cn1cc(C(=O)OCC(=O)N2CCCCC2)c2ccccc21,-1.6,-2,-6,2,0.9,-3,9,-2.2,-5,1.3,0
CCNCC1(c2ccc(OC)c(OC)c2)CCCC1,-1.4,19,23,-9,0.2,-6,12,-2.8,10,2.7,5
O=C(c1cccc(C(F)(F)F)c1)C1CCCN(Cc2ccccc2O)C1 (stereo unspecified),1.9,-12,-8,-10,1.6,-8,10,-2.0,12,-0.3,23
CCOP(=O)(OCC)OCC,-2.3,-9,·,-1,4.1,7,2,-0.4,4,-0.5,-6
COCCCNC(=O)c1c(NC(=O)c2ccco2)n(Cc2ccccc2)c2nc3ccccc3nc12,-1.7,3,25,-26,3.1,-5,12,-2.2,-5,-0.2,5
Cc1ccccc1NC(=O)CCl,-2.0,0,6,1,1.4,-11,9,-1.7,-2,2.0,-9
SMILES,Ecoli viability,Tat transport,PfHsp90 yeast 2,PKA-R1A act,phage Ecoli inh,PKA-R2B activ,MOR-DOR inv ag,MOR-DOR ag,HTR5A inv ag,AddAB inh,SUMO Mot1 rescue
CCC1=Nc2cc(C(=O)N3CCC4(CC3)OCCO4)ccc2Sc2ccc(Br)cc21,-2.5,-8,0,-2,-1.1,3,-40,8.0,-3,1.9,-18
CC(=NCC1CCCO1)c1c(O)n(Cc2ccccc2)c(=O)[nH]c1=O (stereo unspecified),-3.7,5,-3,3,2.2,-8,10,-1.7,1,-1.6,-19
C[n+]1c(-c2ccccc2)cc(-c2ccc(O)cc2)cc1-c1ccccc1,-0.5,-2,-6,0,3.1,13,19,-3.6,3,1.8,-18
CC12CN3CCN(CC(C3)C1O)C2 (stereo unspecified),-1.4,3,5,-7,3.0,6,14,-3.4,-16,1.7,23
C[N+](C)(N)CCOC(=O)C(O)(c1ccccc1)C1CCCCC1 (stereo unspecified),-0.2,-6,-12,2,0.7,-8,16,-3.1,7,-1.0,-14
Cc1ccc(OCC(=O)Nc2ccc(Cl)cc2C(=O)c2ccccc2)cc1,1.7,-10,8,-4,6.3,-10,-7,1.6,-15,3.0,14
O=C1NC(=O)C(CCc2ccncc2)(Cc2cccc(Cl)c2Cl)C(=O)N1c1ccc(Br)cc1 (stereo unspecified),0.0,4,-143,4,2.7,-5,3,-0.6,-6,1.3,29
CCCCCn1c(=O)c(C(=O)Nc2cccc(C)c2)c(O)c2ccccc21,-1.0,-7,15,8,2.9,2,6,-1.3,-8,8.8,-29
CN1CCC(O)(c2ccccc2)C2CCCC21 (stereo unspecified),1.2,10,-7,-9,2.5,-1,-2,0.4,-4,2.8,-10
COc1ccc(CNC(=O)/C=C/c2ccc3[nH]cc(CCN(C)C)c3c2)cc1,-1.0,0,-2,5,4.0,10,-2,0.4,-63,0.1,0
CCn1c(O)c(C=NCc2ccccc2)c(=O)[nH]c1=S,0.9,3,6,1,3.1,-6,6,-0.9,4,-1.2,-19
CCCCCn1c(=O)c(C(=O)Nc2ccccc2C)c(O)c2ccccc21,0.6,-2,5,-2,-0.1,-5,0,0.1,-15,-1.0,41
COc1ccc(C(C)=O)cc1CC(C(=O)c1ccc(C)cc1)N(C)C (stereo unspecified),-0.4,-4,19,-12,1.6,-7,-4,0.5,0,0.5,-3
COc1ccc(CCNCc2ccccc2F)cc1,-0.2,-10,5,12,4.4,-9,-1,0.2,3,0.6,-26
CC1CCN(CC#CCOc2ccc(Cl)cc2)CC1,-0.6,6,2,9,1.6,-6,-5,1.0,-6,1.9,9
O=c1oc2ccccc2c(O)c1C(c1ccccn1)c1c(O)c2ccccc2oc1=O,-1.1,3,2,10,-1.5,14,7,-1.3,25,-0.2,-33
O=C1/C(=C\c2cc3c(cc2Cl)OCO3)N2CCC1CC2,1.3,-7,-10,4,5.4,-1,-2,0.4,0,5.9,-5
CCC(C)N1CCN(C(=O)Cc2ccccc2)CC1 (stereo unspecified),3.4,22,-6,-9,0.9,-12,12,-2.0,10,2.2,-4
CCOC(=O)CN1C(=O)C2(C(C#N)=C(N)Oc3ccccc32)C(C(=O)OC)=C1C (stereo unspecified),-3.3,-5,1,-11,2.3,-2,3,-0.8,-12,2.9,1
CCCNC(=O)N1[C@H]2CC[C@@H]1C(C(=O)OC)=C(c1ccc(F)cc1F)C2,-0.5,-2,-8,0,4.1,0,11,-2.0,2,-0.6,5
O=c1c2ccccc2nc(-c2ccccc2)n1-c1nccs1,-2.1,0,-47,-9,3.6,-9,12,-2.2,-6,-1.8,-7
CCCCN1C(=O)NC(=O)C2(Cc3c(nc4c(C)cccn4c3=O)N3CCc4ccccc4C32)C1=O (stereo unspecified),-3.6,0,·,8,-0.4,0,-24,4.4,-22,2.8,11
CN1CC(C(=O)c2ccc(Cl)cc2)C(c2ccc(N(C)C)cc2)C1 (stereo unspecified),1.9,2,-1,2,3.4,-5,5,-0.9,-21,1.1,-21
NCCc1ccc(S(N)(=O)=O)cc1,0.3,0,-27,-9,1.8,-9,19,-4.0,-1,-1.8,2
CCOc1cc(CNCCc2c[nH]c3ccccc23)cc(Cl)c1OC,0.8,-8,19,-9,-0.2,-3,-31,6.5,-18,1.8,-8
C[C@H]1C[C@@H](C)C(=O)[C@@H]([C@H](O)CC2CC(=O)NC(=O)C2)C1,-1.3,1,106*,-5,0.8,-6,12,-2.1,-19,3.9,430*
Cc1ccc(C2=NC(C)(C)N3C2C3c2ccc([N+](=O)[O-])cc2)cc1 (stereo unspecified),1.7,-2,17,-5,1.1,-8,-10,1.9,6,3.4,19

# 12 neighbouring records from above, quoted:
SMILES,Ecoli viability,Tat transport,PfHsp90 yeast 2,PKA-R1A act,phage Ecoli inh,PKA-R2B activ,MOR-DOR inv ag,MOR-DOR ag,HTR5A inv ag,AddAB inh,SUMO Mot1 rescue
CCC1=Nc2cc(C(=O)N3CCC4(CC3)OCCO4)ccc2Sc2ccc(Br)cc21,-2.5,-8,0,-2,-1.1,3,-40,8.0,-3,1.9,-18
CC(=NCC1CCCO1)c1c(O)n(Cc2ccccc2)c(=O)[nH]c1=O (stereo unspecified),-3.7,5,-3,3,2.2,-8,10,-1.7,1,-1.6,-19
C[n+]1c(-c2ccccc2)cc(-c2ccc(O)cc2)cc1-c1ccccc1,-0.5,-2,-6,0,3.1,13,19,-3.6,3,1.8,-18
CC12CN3CCN(CC(C3)C1O)C2 (stereo unspecified),-1.4,3,5,-7,3.0,6,14,-3.4,-16,1.7,23
C[N+](C)(N)CCOC(=O)C(O)(c1ccccc1)C1CCCCC1 (stereo unspecified),-0.2,-6,-12,2,0.7,-8,16,-3.1,7,-1.0,-14
Cc1ccc(OCC(=O)Nc2ccc(Cl)cc2C(=O)c2ccccc2)cc1,1.7,-10,8,-4,6.3,-10,-7,1.6,-15,3.0,14
O=C1NC(=O)C(CCc2ccncc2)(Cc2cccc(Cl)c2Cl)C(=O)N1c1ccc(Br)cc1 (stereo unspecified),0.0,4,-143,4,2.7,-5,3,-0.6,-6,1.3,29
CCCCCn1c(=O)c(C(=O)Nc2cccc(C)c2)c(O)c2ccccc21,-1.0,-7,15,8,2.9,2,6,-1.3,-8,8.8,-29
CN1CCC(O)(c2ccccc2)C2CCCC21 (stereo unspecified),1.2,10,-7,-9,2.5,-1,-2,0.4,-4,2.8,-10
COc1ccc(CNC(=O)/C=C/c2ccc3[nH]cc(CCN(C)C)c3c2)cc1,-1.0,0,-2,5,4.0,10,-2,0.4,-63,0.1,0
CCn1c(O)c(C=NCc2ccccc2)c(=O)[nH]c1=S,0.9,3,6,1,3.1,-6,6,-0.9,4,-1.2,-19
CCCCCn1c(=O)c(C(=O)Nc2ccccc2C)c(O)c2ccccc21,0.6,-2,5,-2,-0.1,-5,0,0.1,-15,-1.0,41

# From PubChem
